PKM2 act: activators of human pyruvate kinase M2; AID 1631; P14618; purified PKM2, Kinase-Glo ATP luminescence, activation; response scale: 0% is enzyme alone, no compound; Potency, µM (titrated, usually from 57.5 µM), for the others: top-dose activation, actives largely listed as activators; 260,000 tested, 0.34% active; note: potency is the fitted concentration of half-maximal effect; nearly all actives have a fitted effect of over 55% in size
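Purified hPK-M2 (>95%) run at intermediate activity with 0.1 mM ADP and 0.5 mM PEP in 50 mM imidazole pH 7.2, KCl, MgCl2; 1 h room temperature. ATP formed read by Kinase-Glo luminescence; normalized to uninhibited and no-enzyme controls.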
Giardia killer: kills Giardia lamblia. Giardia lamblia trophozoite viability. activity change, % at 7.66 µM, hits read low. 340,000 tested, 0.15% active. AID 540267; in the data active = activity change below about -80%; inconclusive = between about -30% and that limit;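 note: parasites exposed to compound for two days anaerobically before the ATP read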
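ATP-content bioluminescence gauges trophozoite survival. Cells (100/well) receive compound and incubate anaerobically for 48 hrs at 37 deg C; detection reagent follows for 15-30 min at room temperature.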
KCNH2 WT inh: KCNH2 (human, wildtype) channel inhibition. activity change, % at 1.84 µM. AID 720551. U2OS, BacMam KCNH2, thallium flux FluxOr; hits give low values. 340,000 tested, 0.37% active. Q12809;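 active = maximum activity change below -70%; inconclusive = maximum activity change between -70% and -50%; inactive = maximum activity change above -50%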
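U2OS cells were transduced with wild-type KCNH2 virus (2.03 x 10^8 / mL) for 4 h at room temperature, then cultured overnight at 37 C. Thallium flux was read with FluxOr dye. Rate constants were normalized to DMSO controls.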
uPA generation: blocks generation of uPA at the cell surface; Potency, µM (series often up to 38.3 µM), for inactives: at the highest dose activity change, negative = inhibition, most hits filed as inhibitors; cell surface uPA generation assay, qHTS; 330,000 tested, 0.31% active; AID 540303; active = well fitted inhibition curve with a large enough effect; inconclusive = small, poorly fitted or top-dose-only effect; inactive = no such curve, though single readings can be large or run the other way; tested in mouse RAW 264.7 cells; note: potency is the fitted concentration of half-maximal effect; nearly all actives have a fitted effect of over 55% in size
GALK inhibitor: galactokinase (human) inhibition | P51570 | Purified GALK, Kinase-Glo residual ATP luminescence | Potency, µM (top dose mostly 57.5 µM), without a hit: top-dose activity change, negative = inhibition, most hits filed as inhibitors | 270,000 tested, 0.007% active; note: potency is the fitted concentration of half-maximal effect
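Compounds were pin-transferred into ATP buffer (35 uM final), then GALK plus galactose (5 nM, 100 uM final) was added. After 1 h at room temperature, Kinase-Glo Plus was added and luminescence read after 10 min.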
B2AR arrestin: agonists driving beta-arrestin recruitment to human beta2-adrenergic receptor; P07550; beta-arrestin recruitment to beta2AR, cell-based reporter; Potency, µM (top dose mostly 46.1 µM), inactives show at the highest dose activation, usual class: activators; 330,000 tested, 0.02% active;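 note: potency is the fitted concentration of half-maximal effect; 0% = DMSO controls and full agonism = EC100 isoproterenol or metaproterenol; nearly all actives have a fitted effect of over 65% in size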
FBPA coupling cs: coupling enzyme interference in Giardia aldolase counter-screen; coupling enzyme system counterscreen, AmpLite Red fluorescence; activity change, negative = inhibition, % at 58.2 µM, hits read low; 290,000 tested, 0.67% active; AID 2472; in the data active = activity change below about -30%
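Counterscreen of the coupled detection system alone, without aldolase: glyceraldehyde-3-phosphate coupling enzymes plus AmpLite Red readout. Compounds at 57.5 uM final, 10 min RT preincubation, 20 min RT reaction, fluorescence 525/598 nm.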
KCNH2 3.1 inh: inhibitors of human KCNH2 3.1 potassium channel isoform; U2OS KCNH2 3.1, thallium flux FluxOr; hits give low values; activity change, % (tested at about 1.8 µM); AID 720553; 340,000 tested, 0.95% active;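 active = maximum activity change below -70%; inconclusive = maximum activity change from -70% to -50%; inactive = maximum activity change above -50%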;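 note: thallium influx rate constant from kinetic fluorescence after stimulation buffer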
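Kinetic fluorescence (2 min after stimulation buffer) measures Tl+ influx through KCNH2 3.1 expressed by viral transduction in U2OS cells; the rate constant is normalized against DMSO controls serving as positive and negative references.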
Eya2 inh: Eya2 (human) phosphatase inhibition. O00167. recombinant Eya2, OMFP fluorescence dephosphorylation (OMFP is methylfluorescein phosphate). Potency, µM (doses to about 76.9 µM), inactives show at the top dose activity, negative = inhibition, most hits filed as inhibitors. 330,000 tested, 0.006% active. AID 488837; note: potency is the fitted concentration of half-maximal effect
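Eya2 protein (added as 0.2 uM solution) was preincubated with compound for 10 min at ambient temperature in 50 mM HEPES pH 7.5, 50 mM NaCl, 5 uM MgCl2, 0.05% BSA, 1 mM DTT. OMFP (added at 50 uM) then reacted 10 min; fluorescence read at 485/525 nm.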
BCR signal inh: inhibitors of chronic active B-cell receptor signaling; ABC-DLBCL IkBa-CBG/CBR reporter, luminescence ratio, 4 h; Potency, µM (titrated, usually from 46.1 µM), without a hit: at the top dose ratio change, negative = lower green/red ratio, hits mostly inhibitors; 340,000 tested, 0.05% active; AID 493014; active = well fitted inhibition curve with a large enough effect in the signal ratio, with a control signal flat, not every such curve was filed as active; inconclusive = small, poorly fitted or top-dose-only effect, or effect the other way, or a change in a side signal; the % refers to the signal ratio;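 note: potency is the fitted concentration of half-maximal effect; plate controls were basal doxycycline-induced cells for no effect and cells given 10 µM MG132 for full effect; MG132 reads +100%, hits lower the ratio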
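TMD8 human ABC-DLBCL cells with doxycycline-inducible IκBα–green luciferase fusion and unfused red luciferase, in 0.5% FBS medium; compounds up to 46 uM, 4 h at 37C. Green/red luminescence ratio, filter-overlap corrected, fitted to concentration-response curves.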
USP2a block: USP2a (human) protease inhibition; O75604; USP2 core, Ub-CHOP2 coupled fluorogenic reporter, 485/531; Potency, µM (doses to about 38.3 µM), without a hit: at the top dose activity change, negative = inhibition, actives largely listed as inhibitors; 330,000 tested, 0.01% active; AID 463254;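 note: potency is the fitted concentration of half-maximal effect; plate controls were DMSO wells for no effect and full inhibition by NEM control for full effect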
Target sequence (O75604 whole entry, looked up): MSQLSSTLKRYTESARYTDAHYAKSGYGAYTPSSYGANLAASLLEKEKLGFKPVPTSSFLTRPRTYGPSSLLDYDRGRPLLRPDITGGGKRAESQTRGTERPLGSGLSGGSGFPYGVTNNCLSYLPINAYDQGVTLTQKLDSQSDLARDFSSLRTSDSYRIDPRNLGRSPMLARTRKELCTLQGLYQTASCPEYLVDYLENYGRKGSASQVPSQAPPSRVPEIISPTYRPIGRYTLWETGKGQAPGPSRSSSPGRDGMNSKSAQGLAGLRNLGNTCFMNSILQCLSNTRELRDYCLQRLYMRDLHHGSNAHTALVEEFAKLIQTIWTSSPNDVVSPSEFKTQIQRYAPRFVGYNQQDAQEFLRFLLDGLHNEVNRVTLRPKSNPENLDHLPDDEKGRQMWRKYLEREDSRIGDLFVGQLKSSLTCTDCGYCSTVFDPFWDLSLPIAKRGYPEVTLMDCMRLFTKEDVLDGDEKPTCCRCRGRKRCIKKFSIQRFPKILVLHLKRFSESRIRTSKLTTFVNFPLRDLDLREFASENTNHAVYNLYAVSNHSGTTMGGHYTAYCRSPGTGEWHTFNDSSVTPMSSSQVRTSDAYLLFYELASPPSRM
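Deubiquitinase activity read as fluorescence (485/531 nm) after Ub-CHOP2 cleavage activates the enterokinase reporter on its substrate; USP2 core 10nM, Ub-CHOP2 and substrate 25nM each, 30min compound preincubation then 60min RT; data normalized to NEM, curves fitted.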
An asterisk follows results filed as active; ? = inconclusive; · = not tested or not shown; & = joins results of further samples. Unless noted, calls come from the whole dose curve; as a rule, active = well fitted curve in the direction sought with a large enough effect; inconclusive = small, poorly fitted or top-dose-only effect, or another doubt; inactive = no such curve, though single readings can be large; an effect the other way counts as inactive or inconclusive. Unless noted, % is set by controls: 0 for no effect and ±100 for the full control effect.

entry	SMILES	PKM2 act	Giardia killer	KCNH2 WT inh	uPA generation	GALK inhibitor	B2AR arrestin	FBPA coupling cs	KCNH2 3.1 inh	Eya2 inh	BCR signal inh	USP2a block
1	Nc1cc(OCC(F)(F)F)cc(OCC(F)(F)F)c1	1%	-2	4	-2%	-3%	0.2%	-10	-22	1%	7%	1%
2	O=C(c1ccc([N+](=O)[O-])cc1)N1CCSC1c1ccccc1Cl (stereo unspecified)	3%	4	6	3%	-3%	-1.8%	0	7	6%	4%	3%
3	O=C(CSc1nc2ccccc2[nH]1)Nc1ccc2c(c1)CCC2	12%	7	-4	1%	1%	-1.6%	-1	2	-1%	?	-1%
4	CC(=O)OC[C@H]1O[C@H](CCO/N=C(\C)CCN2CCCc3nc(C)c(C)cc32)C=C[C@@H]1OC(C)=O	0%	·	·	·	·	-0.5%	-9	·	9%	?	4%
5	Cc1ccc(S(=O)(=O)/N=C(\c2ccc(F)cc2)n2c(C)nc3ccccc32)cc1	-5%	8	-1	3%	-3%	-0.8%	·	-8	-7%	11%	-2%
6	CCC1=Nc2cc(C(=O)NCCN3CCOCC3)ccc2Sc2ccc(C)cc21	·	8	-5	6%	-4%	0.1%	1	-19	2%	-16%	3%
7	CC(C)N(C(=O)COC(=O)[C@@H]1CC(O)CN1S(=O)(=O)c1ccc(C(C)(C)C)cc1)C(C)C (stereo partly specified)	3%	-7	0	-1%	7%	0.0%	3	-19	4%	-1%	2%
8	CCC(C(=O)NC1CCCC1)N(Cc1cccs1)C(=O)Cn1nnc(-c2ccc(OC)c(OC)c2)n1 (stereo unspecified)	0%	11	6	-20%	-3%	-1.1%	6	20	-12%	-5%	3%
9	CCN(CC)c1ccc(-c2nn3c(-c4cccnc4)nnc3s2)cc1	-8%	-3	17	-1%	3%	-0.3%	-5	3	15%	-9%	-1%
10	COc1ccc(O)c(C(=O)c2cnn(C(=O)c3ccc(C)cc3)c2)c1	·	13	2	0%	·	-0.3%	·	-4	2%	6%	1%
11	CN(C)c1cccc(N=C2C=C(N3CCOCC3)CC(C)(C)C2)c1	0%	1	?	-7%	-1%	0.0%	-1	?	-1%	3%	1%
12	COc1cc(C2Nc3ccccc3C(=O)N2c2ccc3c(c2)OCCO3)ccc1OCC(C)C (stereo unspecified)	-4%	?	-11	-9%	0%	0.5%	-6	0	1%	?	3%
13	CC1(C)CC(=O)c2c(-c3cccs3)n[nH]c2C1	-7%	-3	5	-4%	1%	-0.9%	1	-13	2%	22%	0%
14	Cc1ccc(-c2nc3ccc(C(=O)O)cc3nc2-c2ccc(C)cc2)cc1	2%	0	3	3%	3%	-0.1%	·	-10	-2%	-10%	0%
15	CCOC(=O)c1cnc2c(c(C)nn2C)c1Oc1ccccc1F	-34%	-27	0	5%	·	-0.8%	2	-2	0%	-10%	6%
16	CCCN(CCC)CCCNC(=O)c1cn(C)c2ccc(S(=O)(=O)N(C)C3CCCCC3)cc2c1=O	1%	0	-7	2%	0%	0.4%	2	0	4%	3%	4%
17	Clc1nc2nc3n(c2nc1Cl)CCC3	-9%	-9	-14	-12%	3%	-0.5%	0	0	14%	-5%	-1%
18	O=C(O)c1ccc(-c2ccc(/C=N/Nc3ccc([N+](=O)[O-])cc3)o2)cc1	-1%	6	-30	3%	·	-0.3%	-7	-24	2%	7%	-2%
19	O=C(Cn1c(=O)cnc2ccccc21)NNC(=O)c1ccccc1Cl	·	8	-8	16%	·	0.5%	·	-4	3%	-1%	2%
20	CN(c1ccccc1)S(=O)(=O)c1cccc(NC(=O)CN2CCc3ccccc3C2)c1	5%	6	3	4%	-1%	0.0%	-4	-20	0%	-3%	-11%
21	COc1ccc(C2CC(=O)Oc3cc(O)ccc32)cc1 (stereo unspecified)	·	-18	-1	3%	·	-0.2%	0	0	-4%	?	2%
22	N#C/C(=C/c1ccc(Br)o1)C(N)=S	-3%	·	·	·	0%	?	0	·	?	?	0%
23	CNC(=O)CCN(Cc1ccco1)S(=O)(=O)c1ccc(OC)c(OC)c1	4%	-5	2	-5%	-4%	4.7%	4	10	2%	-1%	0%
24	Cc1ccc(CNC(=O)CCSCc2cccc(F)c2)cc1	·	-9	-16	-3%	-3%	0.4%	4	10	-7%	?	2%
25	COC(=O)c1ccccc1N1C(=O)[C@@H]2C(c3ccc(Br)cc3)=NO[C@@H]2C1=O	5%	-6	-1	-2%	0%	0.4%	0	9	-16%	3%	3%
26	COc1cccc(-c2ccc3ncnc(NCc4cccnc4)c3c2)c1	·	3	·	4%	·	-0.1%&-3.9%	1	·	1%&-25%	?	-2%&0%
27	Cc1ccc2oc(=O)n(CCOc3ccccc3C)c2c1	1%	-3	1	-1%	1%	0.0%	1	-2	-10%	5%	1%
28	CCOc1ncccc1C(=O)OCC(=O)Nc1cc(S(=O)(=O)N(CC)CC)ccc1C	-1%	8	5	-3%	2%	0.3%	1	1	2%	-3%	-3%
29	O=C1NC(c2cccc([N+](=O)[O-])c2)Oc2ccccc21 (stereo unspecified)	-3%	-12	-3	0%	-2%	0.0%	-4	-3	13%	1%	3%
30	CCOC(=O)c1cc(C)[nH]c(=O)c1C#N	5%	4	-8	7%	6%	0.2%	4	1	9%	-21%	-4%
31	CCOC(=O)N1CCN(C(=O)C(NC(=O)c2ccco2)C(C)C)CC1 (stereo unspecified)	1%	-5	14	2%	-4%	0.2%	2	26	?	0%	-1%
32	CCSc1nnc(NC(=O)C(C)C)s1	-2%	-3	-15	12%	1%	-0.3%	1	6	-1%	?	2%
33	CCOc1ccc(C(=O)Nc2cccc3ncccc23)cc1Br	13%	-11	23	?	-1%	0.0%	0	-9	5%	-15%	-1%
34	CCn1nc(NC(=O)c2ccncc2)c2cc3ccccc3nc21	-3%	-4	1	-6%	0%	-1.6%	0	10	0%	?	3%
35	COc1ccc(CCNC(=O)CCC(=O)n2ncc3ccc(Cl)cc32)cc1OC	4%	13	1	-7%	·	-0.3%	3	21	-7%	6%	2%
36	COC(=O)c1ccc(N2C(=O)c3cc(N4CCOCC4)c([N+](=O)[O-])cc3C2=O)cc1	-15%	-3	-2	5%	2%	0.4%	-1	8	-5%	-8%	7%
